NS5 inhibitors – Dengue-2 NS5 methyltransferase inhibitors, primary screen, biochemical, confirmation dose response (AID 588689); Dengue-2 NS5 methyltransferase capping enzyme assay, biochemical; higher % means a stronger effect; inhibition, % at 25 µM; hits with a dose series show IC50 in µM; 340,000 tested, 0.3% active; in the data active = a potency from the dose series
UTI89 phage lysis – protection from phage-mediated lysis, alamar blue read-out – E. coli UTI89, K1F phage, bacterial capsule biogenesis inhibitors (AID 488966). 340,000 tested, 0.02% active. inhibition, % at 100 µM; hits with a dose series show IC50 in µM. E. coli UTI89 K1F phage lysis, alamar blue, 2 h; higher % means a stronger effect;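 active = phage lysis inhibition, versus mean bacterial control, above a set limit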;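 also: capsule biogenesis inhibitors block K1F phage lysis so surviving cells raise fluorescence; higher fluorescence means more inhibition of phage lysis; actives were called in the ten point dose series up to 300 µM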
NS5 inhibitors pilot replicate – also measured in NS5 inhibitors; calls as there; inhibition, %; measured here: pilot screen replicate inhibition
* = called active by the depositor; [ ] = remark or other dose.

SMILES	NS5 inhibitors	UTI89 phage lysis	others
COc1ccc(S(=O)(=O)N(C)C)cc1NC(=O)Cc1ccc(S(=O)(=O)N2CCOCC2)s1	-9%	0.2%[50 µM]
Nc1ccc2[nH]c(=S)[nH]c2c1	-6%	-0.8%
Cc1ccc(C(C)C)c(OCC(=O)NNCC(=O)Nc2cccc(F)c2)c1	8%	-1.3%[50 µM]
Cc1cc(Cc2cc(C)c(O)c(CO)c2)cc(CO)c1O	-12%	-0.1%
CC[C@]12c3[nH]c4cc(-c5ccco5)ccc4c3CCN1C(=O)[C@@H](CC(=O)NCc1ccc(OC)c(OC)c1)C[C@@H]2C(=O)N1CCN(C(=O)C2CC2)CC1	-7%	0.0%	NS5 inhibitors pilot replicate=-5.2
CCN(C[C@H]1N[C@@](C)(C(=O)OC)[C@H]2C(=O)N(C)C(=O)[C@@H]12)S(=O)(=O)c1ccc(-c2ccccc2)cc1	-6%	-0.1%	NS5 inhibitors pilot replicate=-2.7
C[C@H](CO)N1C[C@H](C)[C@@H](CN(C)C(=O)Nc2ccc3c(c2)OCO3)Oc2c(NC(=O)Nc3ccccc3)cccc2C1=O	-39%	0.2%	NS5 inhibitors pilot replicate=-23
CCN(C(=O)COC(=O)CSc1ccc(C)cc1C)c1c(N)n(Cc2ccccc2)c(=O)[nH]c1=O	-5%	1.3%
Cc1ccc(NC(=O)COC(=O)c2ccc[n+]([O-])c2)c(Br)c1	-6%	0.1%[50 µM]
C[C@H](CO)N1C[C@H](C)[C@@H](CN(C)C(=O)NC2CCCCC2)Oc2c(NS(=O)(=O)c3ccc(F)cc3)cccc2C1=O	14%	1.7%
N#CCCN1CCN(CCC#N)c2ccccc21	-5%	-0.6%
COc1ccccc1/C=C/C(=O)N1CCN(S(=O)(=O)c2cccs2)CC1	-2%	-0.2%[50 µM]
O=C1[C@@H]2[C@@H](CN3CN(c4ccccc4)N=C(c4ccccc4)[C@@]23c2ccccc2)C(=O)N1c1ccccc1	-3%	0.3%
c1cnc2ccc3c(c2c1)COCO3	-3%	2.9%
O=C1CCC/C1=c1\s/c(=C/c2cccnc2)c(=O)n1-c1ccccc1	24%	-0.5%
CC(C)NC(=O)N(C)C[C@H]1Oc2c(NC(=O)C3CC3)cccc2C(=O)N([C@H](C)CO)C[C@@H]1C	0%	1.8%
C[C@@H]1CN([C@H](C)CO)C(=O)c2cccc(NC(=O)Nc3ccc(C(F)(F)F)cc3)c2O[C@H]1CN(C)S(=O)(=O)c1cccs1	-3%	-1.0%
CCOC(=O)CCN(C(=O)Nc1ccccc1)C1CCCCC1	2%	-0.8%
Cc1ccc(COC(=O)c2cccc(S(=O)(=O)N3CCCCC3)c2)cc1	7%	-0.3%[50 µM]
C[C@H](CO)N1C[C@H](C)[C@@H](CN(C)S(=O)(=O)c2ccccc2)Oc2c(NC(=O)Cc3ccccc3)cccc2C1=O	-2%	1.3%
CC(C)NC(=O)Nc1ccc2c(c1)C(=O)N([C@H](C)CO)C[C@H](C)[C@@H](CN(C)C(=O)Nc1ccc3c(c1)OCO3)O2	0%	0.1%	NS5 inhibitors pilot replicate=-2.7
CC(C(=O)NCC1CCCCC1)N1CCN(S(=O)(=O)c2cccs2)CC1 (centres undefined)	4%	1.9%[50 µM]
O=C(NCCNC(=O)Nc1ccc(Cl)cc1)Nc1ccc(Cl)cc1	5%	-2.2%
Cc1ccc(-c2cccc(-c3cc(=O)oc4ccc(C(C)(C)C)cc34)c2)cc1	-8%	0.3%	NS5 inhibitors pilot replicate=-3.6
O=C(OCC(=O)N1CCCCC1)c1ccc2ccccc2n1	-3%	0.8%[50 µM]

Following part.
SMILES	NS5 inhibitors	UTI89 phage lysis	others
CSCCC(NS(=O)(=O)c1ccccc1F)C(=O)NCC(c1ccco1)N(C)C (centres undefined)	-7%	-0.2%
CC[C@H]1C(O)C[C@H]2CCN3C(=O)CCC[C@H]1[C@H]23 (some centres undefined)	2%	0.1%	NS5 inhibitors pilot replicate=1.2
NCC1CCN(c2nc3ccccc3c3c2CCCC3)CC1	-3%	>150µM*
CC(O)C(NS(=O)(=O)c1ccc2ccccc2c1)C(=O)OCC(=O)Nc1ccccc1OC(F)F (centres undefined)	-6%	0.3%[50 µM]
COc1ccc(NC(=O)Nc2ccc3c(c2)C(=O)N([C@H](C)CO)C[C@H](C)[C@@H](CN(C)C(=O)Nc2ccccc2)O3)cc1	-14%	0.1%	NS5 inhibitors pilot replicate=-21
CN(Cc1c(F)cccc1Cl)C(=O)C1=CC=CN2CCS(=O)(=O)N=C12	-4%	0.8%[50 µM]
O=C1NC(c2cccc(OCc3ccccc3)c2)Nc2ccccc21 (centres undefined)	12%	-0.6%
CC(C)C[C@@H](CN1CCC[C@@H]1CN1C(=O)C(=O)NC[C@@H]1Cc1ccccc1)N1C[C@H](Cc2ccc(O)cc2)N(CC2CCCCC2)C(=O)C1=O	-8%	0.1%	NS5 inhibitors pilot replicate=3.4
COc1cc(/C=C2\Oc3ccc(C#Cc4ccc(O)cc4)cc3C2=O)cc(OC)c1	-3%	-0.8%
O=C(Cn1c(NCCO)nc2ccccc21)Nc1ccc2c(c1)OCCCO2	-5%	2.6%[50 µM]
C[C@]12c3[nH]c4ccccc4c3CCN1C(=O)C(CC(=O)NCCN1CCOCC1)C[C@@H]2C(=O)N1CCOCC1 (some centres undefined)	-5%	0.0%	NS5 inhibitors pilot replicate=-5.8
C[C@H]1CN([C@@H](C)CO)C(=O)c2cc(NC(=O)C3CCCCC3)ccc2O[C@H]1CN(C)CC1CCCCC1	-1%	-0.2%
CN(C(=O)CSc1nnc(-c2cccs2)n1N)c1ccccc1	0%	0.7%[50 µM]
CCN(c1ccccc1)S(=O)(=O)c1ccc(Oc2ccccc2C(C)=O)nc1	-14%	-0.3%
COc1ccc(NC(=O)c2ccc3c(c2)C(=O)N(Cc2ccncc2)C3=O)cc1S(N)(=O)=O	3%	1.7%
CC12CCC(=O)N1C(C(=O)N1CCN(c3ccc([N+](=O)[O-])cc3)CC1)CS2 (centres undefined)	-9%	-4.8%
O=C1C(O)CCN1C1CCCCC1 (centres undefined)	-8%	2.6%
O=S(=O)(c1ccc(Br)cc1F)N1CCCCC1CCO (centres undefined)	1%	0.1%
C[C@@]12C(=O)Nc3ccc(F)cc3C(=O)N1[C@H]1c3ccccc3OC[C@@H]1[C@@H]2c1ccccc1	0%	4.9%
Cc1onc(-c2ccccc2Cl)c1C(=O)OCC(=O)N1CCCCC1	-2%	0.0%
C[C@H](CO)N1C[C@H](C)[C@@H](CN(C)C(=O)Nc2ccccc2)Oc2c(NS(=O)(=O)c3ccccc3)cccc2C1=O	-5%	-0.1%	NS5 inhibitors pilot replicate=-6.7
O=C(OCc1c(-c2ccccc2)ncc2ccccc12)c1ccc(F)cc1	-8%	2.2%
COC(=O)C1=C(C)N(Cc2ccccc2)C(=NCc2ccccc2)N[C@H]1c1cccc(C(F)(F)F)c1	-7%	-1.9%
O=C(c1cccc(Cl)c1)N1CCC2CC1c1cc(N3CCOCC3)ccc12 (centres undefined)	0%	0.0%
O=C(COC(=O)COc1cc(Cl)c(Cl)cc1Cl)NC1CC1	3%	-1.7%

More results.
SMILES	NS5 inhibitors	UTI89 phage lysis	others
O=C(C[C@@H]1C/C=C\C[C@@H](Cc2ccc(F)cc2)C(=O)OC[C@@H]2CCCN2C1=O)N[C@H](CO)Cc1ccccc1	-6%	0.1%
CN1CCC(N(C)C(=O)c2cc(-c3ccc(F)cc3)nc3ccccc23)CC1	1%	3.6%
CN(C)C(CNC(=O)c1cc(S(=O)(=O)N2CCOCC2)ccc1Cl)c1cccs1 (centres undefined)	-5%	0.9%[50 µM]
Cc1cn(C2CC(O)C(CO)O2)c(=O)n(Cc2ccccc2)c1=O (centres undefined)	-10%	2.3%
Cc1ccc(NC(=O)NC(=O)COc2c(F)c(F)cc(F)c2F)c(C)c1	6%	0.7%
O=C(C[C@@H]1C/C=C\C[C@@H](NC(=O)OCC2c3ccccc3-c3ccccc32)C(=O)OCCNC1=O)N[C@@H](CO)Cc1ccccc1	-1%	0.2%	NS5 inhibitors pilot replicate=-0.9
CSc1ncccc1C(=O)Nc1cccc(S(=O)(=O)N2CCCCCC2)c1	0%	0.0%[50 µM]
COc1cccc(C=Nc2cc(C(C)C)c(O)cc2C)c1O	65%	-3.9%
Cc1cc2ccccc2cc1C(=O)c1ccccc1	-8%	-1.2%
CN(C(=O)c1cccc(NC(=O)Cc2ccc(NC(=O)C3CCN(C(=O)CCc4ccccc4)CC3)cc2)c1)C1CCC1	-2%	0.2%	NS5 inhibitors pilot replicate=2.8
Cc1onc(-c2ccccc2)c1C(=O)Nc1cccc(S(=O)(=O)NC2=NCCC2)c1	-4%	0.4%[50 µM]
CN(C)c1ncnc2c1C(c1ccccc1)C(C)(C)O2 (centres undefined)	5%	-1.2%
COc1cc(C(=O)NC2CCN(C)CC2)ccc1Nc1ncc2c(n1)N(C1CCCC1)CCC(=O)N2C(C)C	-3%	5.3%
Cc1cc(C)n2nc(SC(C)C(=O)N(C)C3CCCCC3)nc2n1 (centres undefined)	2%	-2.1%
COc1ccc(-c2noc(CCC(=O)N3CCN(c4cccc(OC)c4)CC3)n2)cc1	-3%	-0.1%
CN(C(=O)c1cccc(NC(=O)Cc2ccc(NC(=O)C3CCN(C(=O)C4CCC4)CC3)cc2)c1)C1CCCC1	0%	0.1%	NS5 inhibitors pilot replicate=1.5
NC1=NC(=O)C(=Cc2ccccc2)S1	-6%	-4.7%
O=C(O)CCCCCCCCCCC1CCC(O)C1O (centres undefined)	-6%	-3.1%
C#CCOCCOCCOCCNc1nc(N2CCN(C(=O)[C@H](CCCCN)n3cc([C@@H](N)C(C)CC)nn3)CC2)nc(N2CCN(C(=O)[C@H](Cc3cc4ccccc4[nH]3)n3cc([C@@H](N)C(C)CC)nn3)CC2)n1 (some centres undefined)	-9%	2.8%
COc1ccc(CN(C)C(=O)Cn2cnc3c(SC)nc(N)nc32)cc1OC	5%	0.1%	NS5 inhibitors pilot replicate=2.4
C=CCC[C@H](Cc1ccc(F)cc1)C(=O)OC[C@@H](C)NC(=O)[C@@H](CC=C)CC(=O)N[C@@H](CO)Cc1ccccc1	-7%	0.2%	NS5 inhibitors pilot replicate=-2.8
Cc1cc2oc(=O)cc(-c3ccccc3)c2c(C)c1-c1ccc(C#N)cc1	-2%	0.3%	NS5 inhibitors pilot replicate=3.3
OCC(O)C(O)C(O)c1cnn(-c2ccccc2)n1 (centres undefined)	-2%	-0.3%
COC(=O)c1ccc(COC(=O)C2CCN(S(=O)(=O)c3ccccc3C(=O)OC)CC2)cc1	-18%	0.0%[50 µM]
Nc1nccc(SCc2ccccc2)n1	1%	-3.2%

(continued)
SMILES	NS5 inhibitors	UTI89 phage lysis	others
O=C(COC(=O)Cc1ccc(Cl)cc1Cl)NC1CC1	7%	-1.2%
CN(C(=O)c1cccc(NC(=O)Cc2ccc(NC(=O)C3CCN(C(=O)C4CC4)CC3)cc2)c1)C1CC1	2%	0.2%
CC(C)Oc1ccc(C(=O)OCC(=O)c2ccc[nH]2)cc1	-5%	1.5%[50 µM]
COc1ccc(CNC(=O)c2ccc(N3CCC4(CC3)CC(c3ccc(Cl)cc3)=NO4)c(NC(=O)Cc3ccc(F)cc3)c2)cc1	-4%	0.3%
CC(=O)Nc1ccc(C(=O)OCC(=O)Nc2c(C)n(C)n(-c3ccccc3)c2=O)cc1	-5%	0.6%[50 µM]
COc1cc(OC)c2c(-c3cccc(-c4ccc(OC)c(OC)c4)c3)cc(=O)oc2c1	-8%	0.3%
CCN(C(=O)CSc1nc2ccc([N+](=O)[O-])cc2s1)c1c(N)n(Cc2ccccc2)c(=O)[nH]c1=O	1%	0.7%[50 µM]
COc1cccc(NC(=O)CN(C)C(=O)c2ccc(S(=O)(=O)Nc3ccccc3F)cc2)c1	-9%	-0.3%[50 µM]
CC(C)(C)S(=O)N1Cc2ccc(CO)cc2[C@H]1CCO (some centres undefined)	1%	0.2%	NS5 inhibitors pilot replicate=-4.6
CC1CCCN(C(=O)C2CCN(S(=O)(=O)c3ccccc3)CC2)C1 (centres undefined)	1%	-3.3%
Cc1ccc(CN(C)C(=O)c2cc(S(=O)(=O)N3CCOCC3)ccc2F)o1	2%	0.3%[50 µM]

Screening results deposited in PubChem by Southern Research Specialized Biocontainment Screening Center.

An excerpt, so the mix of outcomes need not match the whole.
